USP2a inh: blocks human ubiquitin-specific protease USP2a. USP2a enzymatic assay, qHTS inhibition. Potency, µM (top dose mostly 38.3 µM), inactives show at the highest dose activity change, negative = inhibition, most hits filed as inhibitors. O75604. actives 0.1% (n = 60,000);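 note: potency is the fitted concentration of half-maximal effect; nearly all actives have a fitted effect of over 60% in size; plate controls were DMSO for no effect and NEM full inhibition control for full effect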
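Inhibition is measured in a cell-free coupled assay with 20 nM USP2 core, 20 nM Ub-PLA2 and 20 uM NBD C6-HPC, 2.5 h incubation. Activity normalized to NEM control.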
FLuc inh: firefly luciferase inhibition | P08659 | purified firefly luciferase, luminescence, 8 min | Potency, µM (top dose mostly 57.1 µM), for the others: at the top dose activity change, negative = inhibition, most hits filed as inhibitors | actives 2.2% (n = 72,000); note: potency is the fitted concentration of half-maximal effect; % is set by controls: 0 for no effect and ±100 for the full control effect; nearly all actives have a fitted effect of over 40% in size
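Compounds were tested as concentration series (qHTS) against purified P. pyralis luciferase with luciferin and 10 uM ATP in 50 mM imidazole pH 7.2, 50 mM KCl, 7 mM MgCl2, 0.01% Tween 20, 0.05% BSA. Luminescence was read after 8 min at ambient temperature.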
BRCT PPI red: disrupts BRCA1 BRCT binding to phosphoprotein, red fluorophore readout | BRCT-phosphopeptide binding, red fluorescence polarization | Potency, µM (highest dose often 76.9 µM), for the others: at the top dose activity change, negative = inhibition, actives largely listed as inhibitors | AID 892 | P38398 | actives 0.03% (n = 75,000); note: % is set by controls: 0 for no effect and ±100 for the full control effect
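Fluorescence polarization: 100 nM His-tagged BRCA1 BRCT with 100 nM TAMRA-labelled phospho-BACH1 decapeptide, phosphate buffer pH 7.3 with 150 mM NaCl, DTT, 0.01% Tween 20; 12 min RT. Binding inhibition seen as FP decrease.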
A350 autofl: compounds fluorescent in Alexa 350 spectral region. actives 11% (n = 59,000). AID 590. max dye-equivalent concentration, M. Compound autofluorescence, 340/450 nm, Alexa 350 dye-equivalents; stronger effect = higher value; in the data active = max dye-equivalent concentration above about 10 nM; inconclusive = mostly about 1.1 nM to 9.6 nM
CRE Fsk mod: CRE-bla signaling modulation under forskolin stimulation | CHO CRE-bla reporter (cAMP response element driving beta-lactamase), forskolin EC10, beta-lactamase ratio | AID 662 | actives 2.5% (n = 71,000) | Potency, µM (doses to about 38.2 µM), inactives show at the top dose activity change, negative = inhibition, most hits filed as activators; active = well fitted activation curve with a large enough effect in the signal ratio, with a control signal flat, not every such curve was filed as active; inconclusive = small, poorly fitted or top-dose-only effect, or effect the other way, or a change in a side signal; the % refers to the signal ratio; note: potency is the fitted concentration of half-maximal effect; % of control where 0% means no effect
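Reporter-gene assay: CHO cells with beta-lactamase behind cAMP responsive elements, co-treated with compound and EC10 NKH 477 for 3 hours at 37 degrees Celsius. Activity came from the 460/530 nm CCF4 emission ratio.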
HEK293 cAMP cs: counter-screen for TSHR agonists: cAMP increase in parental HEK293; parental HEK293 CNG cAMP sensor, membrane potential fluorescence; Potency, µM (highest dose often 57.1 µM), for inactives: at the top dose activation, actives largely listed as activators; actives 2.5% (n = 73,000); note: potency is the fitted concentration of half-maximal effect; % of control where 0% means no effect; nearly all actives have a fitted effect of over 55% in size
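Parental HEK 293 cells stably expressing a modified CNG channel (no TSHR) report cAMP rise as membrane depolarization. Membrane potential dye with 100 uM RO 20-1724 was loaded for 60 min at room temperature, then compound added for 30 min; fluorescence read at 590 nm.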
ERK AVP inh: inhibitors of vasopressin-stimulated ERK signaling pathway; HEK293-V1b, vasopressin-stimulated pERK AlphaScreen; Potency, µM (highest dose often 57.5 µM), without a hit: at the highest dose activity, negative = inhibition, most hits filed as inhibitors; actives 0.99% (n = 72,000); note: potency is the fitted concentration of half-maximal effect; % is set by controls: 0 for no effect and ±100 for the full control effect; nearly all actives have a fitted effect of over 55% in size
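Phosphorylated ERK1/2 detected via AlphaScreen bead proximity in lysates of V1b-expressing HEK293 cells given 25 nM vasopressin for 5 min after 30 min compound exposure (37 °C). AC50 from Hill equation; basal DMSO 0%, vasopressin 100%.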
BRCT PPI green: inhibitors of human BRCA1 BRCT-phosphoprotein interaction (green fluorophore) | BRCA1 BRCT-phosphopeptide binding, green fluorescence polarization | Potency, µM (top dose mostly 76.9 µM), without a hit: at the highest dose activity change, negative = inhibition, most hits filed as inhibitors | actives 0.05% (n = 75,000) | AID 875;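 note: potency is the fitted concentration of half-maximal effect; plate controls were peptide without protein for full effect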
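Compounds were incubated for 12 min at room temperature with a complex of 100 nM fluorescein-tagged pBACH1 decapeptide and 250 nM His-tagged BRCT protein. Buffer was phosphate pH 7.3 with EDTA, DTT and Tween 20. Disruption of binding lowers the polarization signal.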
Caspase-1 inhib: caspase-1 (human) inhibition, allosteric or competitive; actives 0.03% (n = 75,000); Caspase-1 enzyme, Ac-WEHD-AFC fluorogenic rate; AID 900; Potency, µM (highest dose often 57.5 µM), without a hit: at the top dose activity change, negative = inhibition, usual class: inhibitors;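 note: potency is the fitted concentration of half-maximal effect; plate controls were vehicle for no effect and no substrate for full effect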
Tau fil binding: binds recombinant human tau filaments. P10636. Potency, µM (doses to about 57.1 µM), for inactives: top-dose activity change, negative = inhibition. actives 2% (n = 71,000). AID 596. recombinant tau filaments, thioflavin S fluorescence, 15 h; filaments grown with octadecylsulfate alongside compound;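 note: potency is the fitted concentration of half-maximal effect; % is set by controls: 0 for no effect and ±100 for the full control effect; actives lower thioflavin S fluorescence by blocking filaments or displacing dye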
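Assay mix: 1 uM His-tagged tau, 30 uM sodium octadecylsulfate, thioflavine S dye in HEPES/NaCl/DTT buffer. Compound is added prior to the inducer. Fluorescence after 15 h at 37 C.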
Casp7 inh: allosteric or competitive inhibitors of human caspase-7; recombinant caspase-7, Ac-DEVD-AFC fluorescence rate; Potency, µM (doses to about 57.5 µM), inactives show top-dose activity change, negative = inhibition, most hits filed as inhibitors; actives 0.02% (n = 75,000); AID 889; active = well fitted inhibition curve with a large enough effect in the main read-out, with a control signal flat, not every such curve was filed as active; inconclusive = small, poorly fitted or top-dose-only effect, or a change in a side signal; note: potency is the fitted concentration of half-maximal effect; % of control where 0% means no effect
Starred values were filed as active, the others as inactive; i = inactive; ? = inconclusive; . = no result given; [ ] = another dose, or the depositor's remark. Unless noted, calls come from the whole dose curve; as a rule, active = well fitted curve in the direction sought with a large enough effect; inconclusive = small, poorly fitted or top-dose-only effect, or another doubt; inactive = no such curve, though single readings can be large; an effect the other way counts as inactive or inconclusive.

SMILES	USP2a inh	FLuc inh	BRCT PPI red	A350 autofl	CRE Fsk mod	HEK293 cAMP cs	ERK AVP inh	BRCT PPI green	Caspase-1 inhib	Tau fil binding	Casp7 inh
CN1CCN(c2ncc3ncc(=O)n(C[C@H]4CCCO4)c3n2)CC1	-3%	-2%[11.4 µM]	-0.4%	7.8e-08M*	-8%	10%	-8%	-3.3%	-14%	1%	-21%
CC1(C)OC(=O)N(c2cccnc2)C1(C)O (stereo unspecified)	3%	1%	1.5%	i	?	1%	25%	-2.1%	-1%	6%	0%
CCOc1ccc(Nc2cc(=O)n(C)c(=O)n2C)cc1	.	.	0.7%	.	.	-1%	.	-2.3%	0%	.	-2%
CCOCCOc1nc2c(c(=O)n(C)c(=O)n2C)n1CCc1ccccc1	4%	1%	0.3%	i	13%	?	4%	-2.9%	0%	2%	0%
CN(C)c1ccc(C2N([C@H](C#N)c3ccc(N(C)C)cc3)CCCN2[C@@H](C#N)c2ccc(N(C)C)cc2)cc1 (stereo partly specified)	.	-1%[11.4 µM]	-1.1%[15.4 µM]	?	-5%[7.6 µM]	4%[11.4 µM]	-9%[11.5 µM]	-1.1%[15.4 µM]	0%[11.5 µM]	6%[11.4 µM]	-1%[11.5 µM]
CCCCn1ccc(=O)c2c(C(F)(F)F)nccc21	3%[7.66 µM]	0%	0.3%	.	?	?	-16%	-0.5%	-1%	-8%[11.4 µM]	2%
COc1ccc(-c2cc(=O)[nH]c(NCc3ccccc3)n2)cc1	2%	0%	-0.8%	i	10%	-3%	?	-2.3%	0%	82%	0%
OC[C@@H](O)[C@@H](O)[C@@H](O)[C@@H](O)c1nc2ccc(Cl)cc2[nH]1	.	2%[11.4 µM]	-1.9%[15.4 µM]	i	-6%[7.6 µM]	3%[11.4 µM]	-1%[11.5 µM]	1.6%[15.4 µM]	0%[11.5 µM]	8%[11.4 µM]	1%[11.5 µM]
COCCNC(=O)c1nn(-c2cc(OC)cc(OC)c2)c(=O)c2ccccc12	3%	0%	-0.7%	i	?	-1%	7%	-1.4%	1%	-14%	0%
CCC(=O)N1c2ccccc2NC2=C(C(=O)CCC2)C1c1ccc(N(C)C)cc1 (stereo unspecified)	7%	-1%	-1.8%	i	-9%	10%	8%	-0.7%	0%	7%	1%
CCOC(=O)C1CCCN(C2CC(=O)N(c3ccc(C)c(C)c3)C2=O)C1 (stereo unspecified)	8%	4%	0.3%	i	-12%	5%	-9%	-0.5%	0%	-7%	-2%
Cc1ccnc(-n2sc3ccccc3c2=O)n1	11%	20µM*	-2.8%	i	?	8%	40µM*	0.7%	-4%	-24%	-3%
Cn1c(=O)c2c(ncn2CCCNC2=CC(C)(C)CC(=O)C2)n(C)c1=O	-3%	-1%	0.4%	i	-4%	3%	-12%	-0.5%	0%	-7%	0%
Cc1cccc(NC(=O)CSc2nnc(-c3ccccc3C)o2)c1	-2%	2%	0.2%	i	-4%	29%	-4%	-1.7%	-3%	135%	2%[0.00368 µM]
COC(=O)[C@@]1(Cc2ccc(OC)cc2)[C@H]2c3cc(C(=O)N4CCCC4)n(CCSCCO)c3C[C@H]2CN1C(=O)c1ccccc1	.	.	-0.8%	.	?	?	3%	-0.1%	2%	0%	-2%
CCN1C(=O)C(C)S/C1=N\S(=O)(=O)c1ccc(Cl)s1 (stereo unspecified)	-11%	-4%	19%	i	-4%	2%	-2%	-0.6%	1%	2%	1%
COc1c(O)c(O)cc2c1oc1c3ccccc3oc(=O)c21	.	.	-0.8%	.	.	.	-29%	-4.7%	-2%	.	-16%
O=C(O)C1C2C=CC(C2)C1C(=O)OCC1CCCO1 (stereo unspecified)	-3%[7.66 µM]	-1%	-0.5%	.	?	4%[11.4 µM]	11%	-2.5%	1%	-1%[11.4 µM]	1%
CC/C(C)=N/O	.	.	-1.4%	.	-12%	-7%	13%	0.0%	0%	12%	-1%
CCOc1nc(NCCC2=CCCCC2)nc(N2CCOCC2)n1	6%	1%	0.1%	i	6%	17%	-9%	-1.1%	3%	43%	-3%
COc1ccc(OC)c(C2C3=C(N=C4SCC(=O)N42)c2ccccc2CC3)c1 (stereo unspecified)	40%[activator]	-3%	1.5%	.	-7%	13%	-27%	0.3%	-5%	?	-6%
CC(=O)NCCc1c(Cc2ccccc2)[nH]c2ccccc12	.	3%	0.1%	.	-8%	4%	-3%	-1.7%	-1%	-13%	-1%
CN(C)CCNc1nc2c(c(=O)[nH]c(=O)n2C)n1CC(O)COc1ccc(Cl)cc1Cl (stereo unspecified)	25%	1%	0.9%	i	11%	6%	4%	1.3%	-1%	-7%	-2%
COCCCNC(=O)c1ccc(Cn2c(=O)[nH]c3ccccc3c2=O)cc1	.	2%	-0.9%	.	?	-1%	-17%	-2.2%	0%	-3%	-1%
c1coc(CNc2nc(N3CCCCC3)nc3ccccc23)c1	.	-4%	-0.1%	2.8e-07M*	-5%	?	13%	9.6%	-5%	189%	3%
C=CCn1nnnc1SCC(=O)Nc1ccccc1C(=O)OC	2%	3%	-1.1%	i	?	18%	-19%	-0.6%	0%	-1%	-5%
O=C(NCc1cccs1)C1CCN(S(=O)(=O)c2ccc3c(c2)OCCO3)CC1	2%	1%	1.3%	i	?	-40%[inhibitor]	11%	-0.6%	-2%	-9%	0%
CC1=C(C(N)=O)C(c2ccc(Cl)cc2)NC(=O)N1 (stereo unspecified)	-4%	2%	-1.2%	i	0%	6%	28%	-0.9%	-1%	-6%	1%
O=C(Oc1ccc(-c2cn3c(n2)SCC3)cc1)c1ccccc1	6%	13µM*	-4.2%	i	-5%	22%	16µM*	-2.2%	-10%	64%	-19%
Cc1ccc(NC(=O)CSc2nccc(=O)[nH]2)c(S(=O)(=O)N2CCOCC2)c1	-8%	1%	-3.3%	i	?	-1%	3%	1.5%	1%	-6%	7%
CS(=O)(=O)c1ncc(Cl)c(C(=O)Nc2ccc(N3CCOCC3)cc2)n1	1%	-26%	1.3%	i	?	-18%	39%[activator]	0.1%	4%	?	-1%
CCOC(=O)C1(Cc2ccc(O)cc2)NC(c2ccccc2F)C2C(=O)N(C)C(=O)C21 (stereo unspecified)	1%	-1%	1.6%	i	-3%	?	1%	0.5%	0%	-2%	0%
O=C(C1CCCO1)N1CCN(S(=O)(=O)c2cccc3nsnc23)CC1 (stereo unspecified)	0%	2%	0.3%	.	2%	-2%	?	-3.2%	-1%	11%	0%
COc1ncc2nc(CCc3ccccc3)c(=O)n(Cc3cccs3)c2n1	-2%	0%[11.4 µM]	-0.3%	i	13µM*	10µM*	16%	-2.0%	-8%	-8%	-3%
O=C(O)c1cc2cc(Cl)ccc2oc1=O	-5%	-9%	-0.5%	?	-8%	16%	2%	-1.8%	-2%	37%	-2%
CCCNC(=O)C1CN(S(=O)(=O)c2ccccc2)CCN1S(=O)(=O)c1ccccc1 (stereo unspecified)	8%	0%	-0.3%	i	10%	0%	-14%	-5.2%	0%	3%	2%
C=CCn1c(SCC(=O)NC(=O)NCc2ccco2)nc2sc(CC)cc2c1=O	4%	2%	-2.0%	i	27%	4%	16%	-1.6%	0%	193%	-11%
Cc1sc2ncnc(NCc3ccco3)c2c1C	3%	0%	-1.5%	.	?	?	?	-2.8%	-5%	-23%	-18%
CC1(C)CC(=O)C2=C(C1)NCN(Cc1ccc3c(c1)OCO3)C2	-7%	0%	-0.5%	i	-5%	6%	-10%	-0.7%	0%	-1%	-4%
COc1ccc(N(CC(=O)NC2CCCC2)C(=O)c2ccc(N3CCCCC3)nc2)cc1	24%	-1%	-1.1%	1.9e-08M*	0%	11%	-18%	2.5%	?	-19%	-18%
COc1cccc(Cn2c(=O)c(CCc3ccccc3)nc3cncnc32)c1	146%[activator]	0%[11.4 µM]	1.9%	i	?	14%	-4%	-2.0%	-6%	-30%	-8%
Cc1cccc(-c2cc(=O)c3cc(C)ccc3o2)c1	.	.	-3.7%	.	.	.	?	-1.1%	-3%	.	-5%
CCc1ccc(-c2nc(CSCC(=O)NCCCN3CCCC3=O)c(C)o2)cc1	4%	-14%	-0.7%	i	?	7%	6%	-2.0%	2%	-4%	0%
COc1ccc(S(=O)(=O)Nc2nnc(C(C)(C)C)s2)cc1	-4%[7.66 µM]	1%	1.8%	.	0%[7.6 µM]	2%[11.4 µM]	-15%	-1.2%	0%	3%[11.4 µM]	1%
O=C(Oc1ccc(OC(=O)c2ccncc2)cc1)c1ccncc1	-9%	0%	-3.6%	i	?	-1%	32%[activator]	-8.6%	2%	1%	0%
CC1(c2ccc3noc(-c4ccccc4)c3c2)OCCO1	2%	-1%	-1.4%	i	25%	?	-13%	-1.5%	-2%	1%	-2%
Cc1onc(-c2ccccc2Cl)c1C(=O)Nc1sc2c(c1C#N)CCC2	.	-1%	-1.7%	i	?	21%	6%	2.4%	-10%	6%	-4%
